# Source: PubChem BioAssay
# MITF inh: blocks human microphthalmia-associated transcription factor | O75030 | AlphaScreen MITF homodimerization, bead proximity signal | AID 1259374 | inhibition, % at 2.6 µM | 650,000 compounds, 0.91% hits; in the data active means inhibition above about 50%;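 further: 0% = vehicle wells with protein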
# GPR151 ag: human GPR151 activation | PathHunter beta-arrestin GPR151 cells, luminescence | activation, % at 11.2 µM | 650,000 compounds, 1% hits; in the data active means activation above about 4.9%;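 further: 0% = median of compound wells and 100% = cells with positive control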
# Target sequence (Q8TDV0 whole entry, looked up): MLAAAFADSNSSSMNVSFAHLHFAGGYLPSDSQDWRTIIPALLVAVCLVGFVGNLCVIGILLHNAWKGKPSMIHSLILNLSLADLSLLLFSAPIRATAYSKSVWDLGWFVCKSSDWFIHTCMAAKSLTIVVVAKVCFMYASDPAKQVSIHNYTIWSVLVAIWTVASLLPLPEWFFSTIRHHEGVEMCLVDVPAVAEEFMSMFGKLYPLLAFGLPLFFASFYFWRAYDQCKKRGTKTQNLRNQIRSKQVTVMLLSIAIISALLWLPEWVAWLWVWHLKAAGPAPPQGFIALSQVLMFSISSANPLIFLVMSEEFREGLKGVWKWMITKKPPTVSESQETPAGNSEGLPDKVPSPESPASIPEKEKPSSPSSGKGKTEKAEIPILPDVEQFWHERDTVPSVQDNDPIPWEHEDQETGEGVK
# TEAD-YAP inh: TEAD-YAP interaction inhibition; HEK-TIYL cells, TEAD-Gal4/YAP UAS-luciferase luminescence; inhibition, % at 9.12 µM; 640,000 compounds, 1.4% hits; AID 1259422; in the data active means inhibition above about 32%;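 further: 0% = median of test compound wells and 100% = reference inhibitor wells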
# FBW7 activator: human FBW7 E3 ligase activation, primary screen; Q969H0; AlphaScreen FBW7–phospho-cyclin E peptide binding, activator screen; normalized activity (activation), % at 26.1 µM; 650,000 compounds, 0.13% hits; AID 1259310; in the data active means normalized activity above about 1.9%;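 further: purified mutant Fbw7 with reduced substrate affinity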
# Target sequence (Q969H0 whole entry, looked up): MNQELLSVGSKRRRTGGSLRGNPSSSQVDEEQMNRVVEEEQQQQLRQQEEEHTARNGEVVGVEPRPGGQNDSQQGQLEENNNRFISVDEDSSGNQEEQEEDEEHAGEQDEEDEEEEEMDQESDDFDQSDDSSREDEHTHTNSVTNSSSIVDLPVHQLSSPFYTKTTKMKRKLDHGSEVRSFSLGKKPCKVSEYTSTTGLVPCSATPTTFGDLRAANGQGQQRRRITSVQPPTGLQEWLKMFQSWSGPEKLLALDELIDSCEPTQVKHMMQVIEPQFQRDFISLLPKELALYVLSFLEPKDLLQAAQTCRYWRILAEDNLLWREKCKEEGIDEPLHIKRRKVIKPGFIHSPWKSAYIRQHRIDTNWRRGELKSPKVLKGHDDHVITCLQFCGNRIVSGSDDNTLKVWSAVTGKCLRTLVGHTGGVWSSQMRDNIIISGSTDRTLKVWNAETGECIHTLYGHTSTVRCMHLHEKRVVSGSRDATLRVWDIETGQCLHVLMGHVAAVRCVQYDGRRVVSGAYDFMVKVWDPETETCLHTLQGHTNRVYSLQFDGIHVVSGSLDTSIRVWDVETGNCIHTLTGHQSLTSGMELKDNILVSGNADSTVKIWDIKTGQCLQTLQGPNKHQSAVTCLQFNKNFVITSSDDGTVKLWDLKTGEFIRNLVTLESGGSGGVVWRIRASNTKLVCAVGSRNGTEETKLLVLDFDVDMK
# Starred values were filed as active, the others as inactive; . = not tested or not shown; & = joins results of further samples.
SMILES,MITF inh,GPR151 ag,TEAD-YAP inh,FBW7 activator
CSc1nnc2c(n1)OC(C)N(C(C)=O)c1ccccc1-2 (stereo not given),6,-0.5,1,0.0
O=C(Nc1ccc(F)cc1F)N1CCN(Cc2ccco2)CC1,2,-1.2,-21,0.0
Nc1cc(C(=O)OCC(=O)NCc2ccc3c(c2)OCO3)ccc1Cl,3,1.7,3,0.0
CC1NC(=S)N(Cc2ccccc2)C1=O (stereo not given),9,-0.6,6,0.1
CC1=C(C#N)C(=O)NC(=O)/C1=C\c1ccc(-c2ccc(Cl)c(C(=O)O)c2)o1,78*,-1.4,7,-1.3
Cc1nn(C)c(C)c1/C=C/C(=O)C(C)(C)C,-5,0.3,-9,-0.1
O=C(NC(=S)Nc1cc(C(F)(F)F)c[nH]c1=O)c1ccc(F)cc1,-4,0.8,-10,-0.2
COc1ccccc1/C=C/C(=O)Nc1cccnc1,8,0.1,-46,0.6
C=C(C)CNC(=S)Nc1scc(-c2ccsc2)c1C(=O)OCC,16,-2.4,-6,0.1
CC(C)NC(=O)N1CCC2(CC1)OCc1cc(-c3ccc(C(=O)N(C)C)cc3)ccc1O2,-13,0.0,-12,0.3
Cc1cc(Nc2ccc(Cl)cc2)n2c(nc3ccccc32)c1C#N,5,-0.4,11,0.0
Cc1cc(I)ccc1NC(=O)CCCOc1ccc(Cl)cc1Cl,-2,-0.2,5,-0.1
Cc1cc2n(n1)C(c1ccc(N3CCOCC3)cc1)Nc1ccccc1-2 (stereo not given),17,1.1,25,0.1
NC(=O)c1c(Cl)nsc1Cl,8,-2.1,65*,0.5
CC1CCN(Cc2nc3c(c(=O)n(C)c(=O)n3C)n2Cc2ccc(F)cc2)CC1,51*,0.7,2,0.2
CC1CN(C(=O)c2ccccc2)OC(c2ccccc2O)O1 (stereo not given),-2,0.7,-3,0.0
COc1ccc(-c2nnc(Nc3ccc4c(c3)ncn4C)c3ccccc23)cc1,4,-1.1,3,0.1
COc1cc(/C=C/C(=O)OCCOc2ccccc2F)ccc1O,4,-1.7,-14,0.1
CCc1cc(C)cc(OCCOc2ccc(/C=C3/C(=N)N4N=C(C(F)(F)F)SC4=NC3=O)cc2OC)c1,-4,0.1,3,-0.1
O=C(CCCNc1ccccc1)N/N=C/c1ccccc1,-2,1.5,1,0.1
COc1ccc(N(C(=O)Cn2c([N+](=O)[O-])cnc2C)C(C)c2ccccc2)cc1 (stereo not given),8,-0.4,-7,0.1
O=C1c2nccnc2C(=O)N1CCc1ccccc1,2,-0.2,4,-0.1
Nc1nnc(SCCN2C(=O)c3ccccc3S2(=O)=O)s1,-10,1.0,-10,-0.2
CC(C)N(CCNCC(=O)Nc1ccc(F)c(F)c1F)C(C)C,40,2.6,1,-0.1
COc1ccc(S(=O)(=O)N2CC=C(c3c(C)[nH]c4ccccc34)CC2)cc1OC,8,-0.6,-4,-0.1
COc1cc2nc(Nc3cnccn3)nc(Nc3ccc(NC(C)=O)cc3)c2cc1OC,1,0.7,15,0.0
Fc1ccc(OCCOCCN2CCNCC2)cc1,8,-1.1,2,0.2
CN(C)/C=N/c1ncnc2c1cnn2-c1ccc(C(F)(F)F)cn1,14,3.5,-4,0.1
O=C(CC1NC(=O)c2ccccc21)NCCc1nc(-c2ccncc2)n[nH]1 (stereo not given),9,1.6,3,0.3
CC(C)(C)NC(=O)Nc1ccc2nccnc2c1,14,-2.3,-29,0.2
COc1cccc(C(=O)N2c3ccccc3Sc3ccccc32)c1,7,-1.4,9,-0.1
C/C(=N\NC(=O)c1cc(C(C)C)[nH]n1)c1ccc(O)cc1,4,0.4,-27,0.0
COc1ccccc1-n1c(SCC(=O)NCCc2ccc(S(N)(=O)=O)cc2)nc2c(sc(=S)n2CCc2ccccc2)c1=O,3,-0.7,7,-0.6
Cc1cc(NC(=O)c2ccccc2)ncc1NC(=O)c1cccs1,8,-5.0,-31,-0.1
Cc1ccc(N2C(=O)NC(=O)/C(=C\c3ccc(C)c([N+](=O)[O-])c3)C2=O)cc1,11,0.5,1,-0.1
Cc1ccc(C2CC(C(F)(F)F)n3ncc(C(=O)Nc4cccc(Cl)c4C)c3N2)cc1 (stereo not given),-2,0.8,-8,0.1
O=S1(=O)N=C(CN2CCCN(CCc3cccs3)CC2)Nc2ccccc21,2,-2.0,-6,0.0
COc1ccc(Cl)cc1C(=O)Nc1ccc(-c2nc3cc(Cl)ccc3o2)cc1,4,-0.5,-29,0.1
COc1cccc2sc(=NC(=O)c3c(F)cccc3F)n(C)c12,11,1.2,-17,0.0
CCOc1cc(C2C(C(=O)OCC3CCCO3)=C(C)NC3=C2C(=O)CC(c2cccs2)C3)cc([N+](=O)[O-])c1O (stereo not given),-4,-0.1,9,-0.1
O=C1c2ccccc2OCCN1Cc1ccc(C(F)(F)F)cc1,8,1.3,10,0.4
OCC1CCCN1c1nc(NCCN2CCOCC2)c2ncn(-c3ccccc3)c2n1 (stereo not given),5,2.1,29,0.0
O=C1c2ccccc2C(=O)N1Cc1nc2ccncc2[nH]1,9,-1.5,0,0.1
Cc1cccc(N(C(=O)c2csnn2)C(C(=O)NC2CCCC2)c2ccncc2)c1C (stereo not given),1,-1.1,-2,0.1
C[C@@H]1CC[C@H]2C(=O)O[C@H](CN=[N+]=[N-])CN2[C@H]1c1ccc(Br)cc1,10&8,-1.7&-2.0,.,0.0&0.2
CC(C)CC(NC(=O)Oc1ccccc1)C(=O)Nc1nc(-c2ccccc2)cs1 (stereo not given),1,0.5,6,0.1
CCN=C1SC(C(=O)Nc2ccccc2OC)CC(=O)N1CC (stereo not given),5,0.4,-7,-0.1
Cn1cc(S(=O)(=O)N2CCc3ccccc32)cc1C(=O)NC1CCCCC1,6,1.5,0,-0.2
CCOc1ccc(-n2c(C)c(C)n3c4c(=O)n(CC(N)=O)c(=O)n(C)c4nc23)cc1,0,-0.3,-7,0.0
CCOc1ccc(NC(=O)COc2cccc(Cl)c2)cc1,2,-0.6,-2,-0.1
COc1cc(C(=O)N2N=C(C)CC2(O)C(F)(F)F)ccc1O (stereo not given),0,-0.1,-15,0.1
O=C(Nc1ccc(F)cc1)NC1CCN(C(=S)NCc2ccco2)CC1,4,0.3,-6,-0.2
O=C(NN=C1CCCC1)C(=O)NN=C1CCCC1,-8,1.3,6,-0.1
COc1ccc(C(=S)N2CCNCC2)cc1,9,-0.3,11,0.6
COc1cc(NC(=O)c2cccc(C)c2)c(C(=O)O)cc1OC,1,-0.2,11,0.1
O=C1C2C3C=C(Cl)C(c4ccccc43)C2C(=O)N1c1cccc(Br)c1 (stereo not given),5,-0.7,-6,0.8
CC(=O)c1ccc(NC(=S)NCc2cccnc2)cc1,7,0.4,12,-0.2
O=C(O)Cn1c2ccccc2c2n[nH]c(=S)nc21,10,-0.2,0,0.2
CCSc1nnc(NC(=O)c2cc(Cl)ccc2Cl)s1,2,-1.4,3,-0.1
COc1cccc(-c2csc(/C(C#N)=C\Nc3cc(OC)ccc3OC)n2)c1,-6,-1.3,3,-0.2

# 18 neighbouring compounds already listed:
SMILES,MITF inh,GPR151 ag,TEAD-YAP inh,FBW7 activator
OCC1CCCN1c1nc(NCCN2CCOCC2)c2ncn(-c3ccccc3)c2n1 (stereo not given),5,2.1,29,0.0
O=C1c2ccccc2C(=O)N1Cc1nc2ccncc2[nH]1,9,-1.5,0,0.1
Cc1cccc(N(C(=O)c2csnn2)C(C(=O)NC2CCCC2)c2ccncc2)c1C (stereo not given),1,-1.1,-2,0.1
C[C@@H]1CC[C@H]2C(=O)O[C@H](CN=[N+]=[N-])CN2[C@H]1c1ccc(Br)cc1,10&8,-1.7&-2.0,.,0.0&0.2
CC(C)CC(NC(=O)Oc1ccccc1)C(=O)Nc1nc(-c2ccccc2)cs1 (stereo not given),1,0.5,6,0.1
CCN=C1SC(C(=O)Nc2ccccc2OC)CC(=O)N1CC (stereo not given),5,0.4,-7,-0.1
Cn1cc(S(=O)(=O)N2CCc3ccccc32)cc1C(=O)NC1CCCCC1,6,1.5,0,-0.2
CCOc1ccc(-n2c(C)c(C)n3c4c(=O)n(CC(N)=O)c(=O)n(C)c4nc23)cc1,0,-0.3,-7,0.0
CCOc1ccc(NC(=O)COc2cccc(Cl)c2)cc1,2,-0.6,-2,-0.1
COc1cc(C(=O)N2N=C(C)CC2(O)C(F)(F)F)ccc1O (stereo not given),0,-0.1,-15,0.1
O=C(Nc1ccc(F)cc1)NC1CCN(C(=S)NCc2ccco2)CC1,4,0.3,-6,-0.2
O=C(NN=C1CCCC1)C(=O)NN=C1CCCC1,-8,1.3,6,-0.1
COc1ccc(C(=S)N2CCNCC2)cc1,9,-0.3,11,0.6
COc1cc(NC(=O)c2cccc(C)c2)c(C(=O)O)cc1OC,1,-0.2,11,0.1
O=C1C2C3C=C(Cl)C(c4ccccc43)C2C(=O)N1c1cccc(Br)c1 (stereo not given),5,-0.7,-6,0.8
CC(=O)c1ccc(NC(=S)NCc2cccnc2)cc1,7,0.4,12,-0.2
O=C(O)Cn1c2ccccc2c2n[nH]c(=S)nc21,10,-0.2,0,0.2
CCSc1nnc(NC(=O)c2cc(Cl)ccc2Cl)s1,2,-1.4,3,-0.1

# Going on with the list:
SMILES,MITF inh,GPR151 ag,TEAD-YAP inh,FBW7 activator
Cc1nc(N2CCOCC2)nc(Nc2ccccc2)c1[N+](=O)[O-],-3,0.5,-7,-0.2
COc1ccc(CCNC(=O)c2cccc(NCc3cccnc3)n2)cc1,4,1.2,-7,0.0
CC(C)Cn1c(=S)[nH]c2c1c(=O)[nH]c(=O)n2C,-12,-0.3,4,0.0
CCc1ccc(N2C(=O)NC(=O)/C(=C/c3ccc(OC)c(O)c3)C2=O)cc1,17,2.1,-4,0.1
CCN(CC)c1nc(NCCN(C(C)C)C(C)C)nc(N2CCc3ccccc3C2)n1,-4,1.0,0,-0.1
CC(=O)c1ccc(N2CCN(c3ncnc4c3cnn4-c3cccc(C)c3)CC2)cc1,14,-0.2,1,0.6
CCN(CC(=O)Nc1ccc(F)cc1Cl)CC(=O)NC(C)C,5,-1.3,0,-0.1
O=C1c2cccc3c(Nc4ccccc4)ccc(c23)C(=O)N1c1ccccc1,13,1.3,19,0.4
C/C(=N\Nc1nc(Cl)c(Cl)cc1Cl)c1ccco1,12,2.6,-21,0.0
O=C(c1ccccc1)N(c1ccccc1)c1ccccc1,-6,0.3,2,0.2
Cc1ccc(CNC(=O)CCc2nnc(COc3ccccc3)o2)o1,8,0.0,2,-0.1
OCCNCCOCCOc1cccc2ccccc12,47,0.1,-4,0.0
O=C(NNc1ncc(C(F)(F)F)cc1Cl)NC(=O)c1c(F)cccc1F,4,-0.8,4,-0.1
COc1ccccc1C1CC(=O)NC(SCC(=O)Nc2ccccc2)=C1C#N (stereo not given),-6,0.7,0,0.1
COc1ccccc1NC(=O)COc1ccc(Cl)cc1C=O,7,-1.0,-2,0.1
Cc1cc(CN2C(=O)C(F)(F)Oc3ccc([N+](=O)[O-])cc32)no1,12,-0.2,-5,-0.1
O=C1CCSc2ccccc2N1Cc1ccccc1F,16,-0.6,-5,0.7
Cc1ccc(N2N=C(c3ccc(Cl)cc3)CC2c2ccc(Br)cc2)c(C)c1 (stereo not given),0,-0.8,-4,-0.2
COc1cccc(CC2(C3CCN(Cc4ccccc4F)CC3)NC(=O)N(C)C2=O)c1 (stereo not given),1,5.0*,8,-0.3
COc1ccc(NC(=O)/C(=C\c2cccc([N+](=O)[O-])c2)NC(=O)c2ccccc2Cl)cc1OC,-8,-0.3,-5,-0.1
O=C(Nc1ccc(-c2cn3ccccc3n2)cc1)c1ccccc1I,9,-1.9,-49,0.1
CC(=O)Nc1ccc2c(c1)nc1n2CCN(C2CCCCC2)C1,5,0.8,-49,0.1
CC1=C(C(=O)Nc2cccc(F)c2)C(c2cccnc2)C2=C(CC(c3ccccc3)CC2=O)N1 (stereo not given),-6,-0.7,12,0.1
O=c1[nH]c2ccc(N=Cc3ccc(O)c(O)c3O)cc2[nH]1,68*,0.0,-4,-0.6
COC(=O)c1ccc(C(=O)OC)c(NC(=O)CSc2nc(C)cc(=O)[nH]2)c1,-6,-0.6,-17,0.2
O=C(Nc1c2c(nn1-c1ccccc1)CSC2)c1ccc(S(=O)(=O)N2CCOCC2)cc1,10,-0.3,-2,0.2
CCOC(=O)c1c(NC(=O)CSc2nnc(CNC(=O)c3ccc(OC)c(OC)c3)n2Cc2ccccc2)sc2c1CCCC2,1,1.2,0,-0.1
COc1ccccc1/C=N/NC(=O)c1cc(Br)ccc1O,4,-1.4,-10,0.0
COc1cc2c(cc1O)CCN(C(=O)c1ccco1)C2C (stereo not given),2,0.6,-3,-0.2
COc1ccc(C(c2c(O)nc3n(c2=O)CCCS3)c2c(O)nc3n(c2=O)CCCS3)cc1,1,0.9,-8,0.7
Cc1nnc(SCc2ccc(C(=O)Nc3ccccc3F)cc2)s1,13,-2.6,-17,0.5
CCN=C(NS(=O)(=O)c1ccc(Cl)cc1)c1ccccc1,16,-1.1,3,0.0
COc1ccc(Nc2nccn3c(-c4ccc(OC)c(OC)c4)cnc23)cn1,-21,-1.1,2,0.1
CCCn1cc([C@@H]2C[C@H]3CN(Cc4cccc(Cl)c4)C(=O)[C@]34CCCN24)c(C)n1,10,0.5,6,0.2
COc1ccc(CNC(=O)C/C(C)=N/NC(=O)c2ccccc2F)cc1,8,-1.3,-48,-0.1
CN(CCCNC(=O)CCn1c(=S)[nH]c2cc3c(cc2c1=O)OCO3)Cc1ccccc1,-18,1.2,-5,0.3

# Grouped by structure, the compounds so far with a tert-butyl group (two)
SMILES,MITF inh,GPR151 ag,TEAD-YAP inh,FBW7 activator
Cc1nn(C)c(C)c1/C=C/C(=O)C(C)(C)C,-5,0.3,-9,-0.1
CC(C)(C)NC(=O)Nc1ccc2nccnc2c1,14,-2.3,-29,0.2
